High-throughput results (PubChem)
ABCB6 inh 2: blocks the human ABCB6 transporter. Q9NP58. K562-ABCB6 porphyrin accumulation, flow cytometry, 1 h; hits give low values. fluorescence ratio to DMSO, % at 10 µM. actives 0.19% (n = 360,000). AID 602162;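 active = fluorescence ratio to DMSO below 75%, the collection mean minus 3 SD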;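 also: signal is porphyrin accumulated inside mitochondria; 100% equals median channel fluorescence of DMSO control wells; lower ratio means ABCB6 inhibition with less porphyrin fluorescence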
Target sequence (Q9NP58 whole entry, looked up): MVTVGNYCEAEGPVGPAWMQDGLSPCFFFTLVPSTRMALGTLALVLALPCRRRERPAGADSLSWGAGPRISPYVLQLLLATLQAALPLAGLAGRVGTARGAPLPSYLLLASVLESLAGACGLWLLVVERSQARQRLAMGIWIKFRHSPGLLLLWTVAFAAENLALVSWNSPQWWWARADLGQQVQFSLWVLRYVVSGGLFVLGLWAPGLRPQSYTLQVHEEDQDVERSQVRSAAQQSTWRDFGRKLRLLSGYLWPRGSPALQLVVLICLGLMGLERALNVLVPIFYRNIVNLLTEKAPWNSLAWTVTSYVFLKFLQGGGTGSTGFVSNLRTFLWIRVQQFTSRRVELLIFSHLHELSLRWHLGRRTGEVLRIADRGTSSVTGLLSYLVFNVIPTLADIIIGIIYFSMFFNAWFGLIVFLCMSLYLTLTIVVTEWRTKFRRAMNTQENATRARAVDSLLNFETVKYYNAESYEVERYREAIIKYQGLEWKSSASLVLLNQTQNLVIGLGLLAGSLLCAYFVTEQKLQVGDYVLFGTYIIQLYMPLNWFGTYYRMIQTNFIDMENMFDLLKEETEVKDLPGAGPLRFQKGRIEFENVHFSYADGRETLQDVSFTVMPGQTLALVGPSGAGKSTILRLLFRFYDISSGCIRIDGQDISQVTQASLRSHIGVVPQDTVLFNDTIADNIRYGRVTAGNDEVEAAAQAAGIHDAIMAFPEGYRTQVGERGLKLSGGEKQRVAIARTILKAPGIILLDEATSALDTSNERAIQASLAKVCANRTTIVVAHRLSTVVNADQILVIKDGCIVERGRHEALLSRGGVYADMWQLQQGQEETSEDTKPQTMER
aDG glyco act: increases alpha dystroglycan glycosylation. Pro5-aDG cells, alpha-DG glycosylation AlphaScreen (IIH6); 0% Pro5, 100% B10-LARGE cell signal. activation, % at 10 µM. actives 0.22% (n = 360,000);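 active = activation of at least 8% versus controls, or a plate z-score of at least 8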;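 also: Pro5 are CHO cells carrying HIG-tagged alpha-DG that lacks glycosylation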
m5-HT2A agonist: agonists of mouse serotonin 5-HT2A receptor (HTR2A); AID 624169; CHO-K1 mHTR2A beta-arrestin complementation, luminescence; percent of 30 µM serotonin response; actives 0.66% (n = 360,000); activation, % at 7.6 µM;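 active = activation above a run cutoff, the mean activation of all tested compounds plus 3 SD, cut at about 14% in these data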;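 also: 0% = plate median of compound wells and 100% = 30 µM serotonin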
ABHD5 PLIN5 PPI: blocks binding of human ABHD5 to perilipin-5 | Q00G26+Q8WTS1 | Split G. princeps luciferase complementation, luminescence, 4 h | inhibition, % at 4 µM | actives 0.78% (n = 360,000) | AID 602281;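 active = inhibition above the mean inhibition across every tested compound plus 3 SD, cut at about 22% in these data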;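 also: 0% = DMSO only wells and the 100% control is not disclosed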
N-glyco inh: blocks N-linked glycosylation in D54 reporter cells; D54 ERlucT glycosylation luciferase reporter, 24 h; percent of 100 nM tunicamycin response; reporter increase, % at 12.5 µM; actives 0.23% (n = 360,000);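 active = mean luciferase reporter signal, scaled so untreated is 0 and the glycosylation-blocking control 100, at or above a set limit in every replicate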;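 also: luciferase carries N-glycosylation sites so blocking glycosylation raises the light; 0% = median of neutral control wells and 100% = median of 100 nM tunicamycin wells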
H9c2 protect: modulators protecting cardiomyocytes from myocardial damage. AID 588492. protection from H2O2 cell death, % at 20 µM. H9c2 cardiomyocytes, H2O2 injury protection, ATPLite, 2 h. actives 0.63% (n = 360,000);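 active = compounds giving at least 50% protection of heart cells from peroxide-induced death in the single-dose screen, raw or plate-pattern-corrected value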;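 also: 0% = DMSO wells with peroxide and 100% = DMSO wells without peroxide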
MC4R antag cAMP: antagonists of human melanocortin 4 receptor (MC4R); MC4R-expressing cells, MTII-stimulated cAMP, LANCE TR-FRET; inhibition, % at 6.5 µM; P32245; actives 0.48% (n = 360,000);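 active = inhibition above its plate's cutoff, the mean of tested wells on that plate plus 3 SD, cut at about 29% in these data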;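 also: 0% = Melanotan II alone and 100% = Melanotan II plus saturating MCL0020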
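Assay system: U2OS-MC4R stable cell line; Also added: Melanotan II; Technique: Eu-cAMP/anti-cAMP TR-FRET, emission 671 nm; Times: 30-min compound, 1-h challenge, 1-h detection, room temperature.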
hiPSC survival: enhancers of human iPSC single-cell survival; hiPSC single-cell survival, ATPlite luminescence; 100% = ROCK inhibitor wells, 0% = DMSO; survival enhancement, % at 20 µM; actives 0.044% (n = 360,000); AID 602274; in the data active = survival enhancement above about 18%;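 also: cells exposed to compounds for 16 hours before the ATP read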
MC4R barr agon: activates human MC4R beta-arrestin recruitment; U2OS MC4R beta-arrestin complementation, luminescence; percent of melanotan II response, DMSO zero; actives 0.98% (n = 360,000); P32245; activation, % at 8.9 µM; AID 540308;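 active = activation above a per-plate cutoff, the mean activation of sample wells on that plate plus 3 SD, cut at about 8% in these data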
Exocytosis inh: blocks lytic granule exocytosis | TALL-104 LAMP-1 surface exposure, flow cytometry; cells stimulated with thapsigargin and PMA | inhibition, % at 10 µM | actives 0.66% (n = 360,000) | AID 651702;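 active = inhibition above about 55%, limit read from the data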
* marks the source's active call; other numbers are inactive results; / = not tested or not shown; & = joins results of further samples.

SMILES	ABCB6 inh 2	aDG glyco act	m5-HT2A agonist	ABHD5 PLIN5 PPI	N-glyco inh	H9c2 protect	MC4R antag cAMP	hiPSC survival	MC4R barr agon	Exocytosis inh
C=CCc1ccccc1OCC(O)CN1CCN(Cc2ccc3c(c2)OCO3)CC1 (stereo not drawn)	93&100	0.3&0.2	-4&-4	-10&-1	-2&-1	-3&-1	-6&3	-2.1&-1.3	0.3&0.5	3&-3
O=C(c1ccccc1S(=O)(=O)NCc1ccccc1)N1CCCC1	99	0.3	-4	7	-1	0	-3	-3.5	-0.4	3
COc1ccc(OC)c(NC(=O)c2sc3nc(Cc4ccccc4)cc(C(F)(F)F)c3c2N)c1	124	0.1	-1	-4	1	-3	1	-3.5	-1.3	-3
Cc1ccc(-n2c(CNc3ccc(F)cc3)nnc2SCC(=O)O)cc1	94	-0.3	0	-12	1	-2	4	0.0	1.2	-4
CCN1CCN(S(=O)(=O)c2cccc(S(=O)(=O)N3CCOCC3)c2)CC1	99	-0.1	-4	-5	1	7	5	1.3	-1.8	2
Cc1ccc(CN2C(=O)CCC2C(=O)NC2CCCC2)cc1 (stereo not drawn)	103	0.0	3	-3	0	6	-4	-1.1	-1.1	-1
Cc1ccc(NC(=O)c2ccc(S(=O)(=O)NCc3ccco3)cc2)nc1	98	-0.2	8	-1	8	-1	-17	0.4	-4.3	-8
O=C(NC1CCN(Cc2ccccc2)CC1)c1ccc(Cn2c(=S)[nH]c3ccc(N4CCOCC4)cc3c2=O)cc1	107	0.1	-5	10	-6	-7	5	-0.9	-3.1	-2
Cc1cc(Br)c(NC(=O)CN(C)CCOc2ccccc2)c(Br)c1	97	0.2	3	0	-1	14	0	-0.2	-3.1	7
O=C(c1ccccc1)N(Cc1ccccc1)Cc1ccccc1	101	-0.1	-8	-2	-2	1	2	-0.2	-1.2	6
CCCCN1C(=O)C(CC(=O)NCC2CCCCC2)CC(C(=O)N2CCCCCC2)=C1C (stereo not drawn)	95	-0.1	0	1	/	/	/	-1.1	/	6
CCn1nc(NS(=O)(=O)c2ccccc2)c2cc3ccccc3nc21	99	0.0	3	-9	-1	-1	9	-0.4	-2.8	-1
O=C(Nc1nnc([C@@H]2C[C@H](O)[C@@H](CO)O2)s1)Nc1ccccc1F	99	0.0	-2	-4	-4	9	10	-1.5	-1.9	1
CCCOc1ccccc1NC(=O)c1ccc(N)cc1	98	-0.1	3	-6	4	0	-6	-0.6	-3.3	-3
COc1cc(OC)c(OC)cc1/C=C1\CCC(C2CCCC2)C1=O (stereo not drawn)	90	0.2	-5	-9	-7	-11	-5	-0.8	-0.7	-5

By substructure, the compounds so far containing fluorine.
SMILES	ABCB6 inh 2	aDG glyco act	m5-HT2A agonist	ABHD5 PLIN5 PPI	N-glyco inh	H9c2 protect	MC4R antag cAMP	hiPSC survival	MC4R barr agon	Exocytosis inh
COc1ccc(OC)c(NC(=O)c2sc3nc(Cc4ccccc4)cc(C(F)(F)F)c3c2N)c1	124	0.1	-1	-4	1	-3	1	-3.5	-1.3	-3
Cc1ccc(-n2c(CNc3ccc(F)cc3)nnc2SCC(=O)O)cc1	94	-0.3	0	-12	1	-2	4	0.0	1.2	-4
O=C(Nc1nnc([C@@H]2C[C@H](O)[C@@H](CO)O2)s1)Nc1ccccc1F	99	0.0	-2	-4	-4	9	10	-1.5	-1.9	1

Next part:
SMILES	ABCB6 inh 2	aDG glyco act	m5-HT2A agonist	ABHD5 PLIN5 PPI	N-glyco inh	H9c2 protect	MC4R antag cAMP	hiPSC survival	MC4R barr agon	Exocytosis inh
CC1=NNC(=O)C1CC(=O)N/N=C(\C)c1ccco1 (stereo not drawn)	102	-0.2	5	4	0	4	6	-0.3	-1.1	-1
CCOC(=O)Cn1c(-c2ccc(OC)cc2)c(-c2ccc(OC)cc2)nnc1=O	96	0.0	-1	6	1	-2	5	-0.4	0.3	0
CCn1c(O)c(N=NC(=O)CNC(=O)c2cccnc2)c2ccccc21	101	-0.1	3	-4	0	-2	-17	-2.5	0.4	1
Cc1csc(=O)n1CC(=O)Nc1ccc(C(C)C)cc1	96	-0.3	-4	-13	2	-2	7	-0.5	1.0	9
CC(C)NC(=O)Cn1cc(S(=O)(=O)N2CCCC2)c(S(=O)(=O)N2CCCC2)c1	98	-0.3	8	1	0	3	1	-0.6	1.5	-2
CC(C)NC(=O)c1ccc(COCC(F)(F)F)cc1	95	-0.1	-1	-5	1	4	11	2.0	-0.5	-4
CC1CCCCC1NS(=O)(=O)c1ccc2c(c1)CC(=O)N2C (stereo not drawn)	97	-0.1	0	4	2	1	-2	-0.3	-1.9	-1
C=CCOc1cccc(/C=C2\C(=O)N(Cc3ccc(C)cc3)C(C)=C2C(=O)OC)c1	86	0.7	2	12	15	-8	13	-3.0	-1.9	-1
CCCCOC(=O)Nc1sc2c(c1C(=O)OC)CCC2	101	0.0	2	-9	-1	-12	15	5.7	-1.2	-3
C=C(C)C(=O)Nc1cccc(C2=NOC3(C2)C[C@H](C(N)=O)N(C(=O)c2ccccc2C(=O)c2ccccc2)C3)c1 (stereo partly drawn)	94	0.2	3	1	-1	1	1	-0.3	-0.8	-5
COC(=O)Cc1c(C)c2ccc(OC3CCCCC3=O)c(C)c2oc1=O (stereo not drawn)	94	2.8	3	-5	-2	-16	1	-0.2	-1.9	4
O=C(c1ccc(F)cc1)c1ccc(N2CCCCC2)cc1	93	0.1	-1	3	-4	-7	1	-0.7	0.5	-12
O=C(CC1CCOCC1)Nc1ccc(Cl)c(Cl)c1	87	0.6	1	5	2	-5	-3	0.6	0.2	-1
N#C/C(=C(/O)CN1CCCCC1)c1nc(-c2ccc(Cl)cc2)cs1	98	-0.2	1	-3	-1	1	15	3.5	0.2	0
COc1ccc(/C=N/NC(=O)CCc2n[nH]c(=O)[nH]c2=O)cc1O	93	-0.1	0	3	-4	9	0	-0.4	-1.5	1
CC(C)(C)OC(=O)C[C@@H]1C/C=C\C[C@H](CC(=O)N(CCO)Cc2ccccc2)C(=O)N[C@H](C(C)(C)C)COC1=O	102	-0.1	2	-4	-1	3	2	-3.2	0.2	-9
Cc1cc(C(=O)N/N=C/c2ccc(-c3ccc(C)c(Cl)c3)o2)n[nH]1	96	-0.3	2	0	-1	-4	11	-0.6	1.3	1
CN(C(=O)Nc1ccc(F)cc1)[C@H]1C[C@H]2c3[nH]c4ccccc4c3CCN2C(=O)[C@H]1CO	94	-0.1	0	14	1	-5	12	1.9	0.4	-10
Cc1ccc(NC(=O)c2cccc(Cl)c2)nc1	91	0.2	-2	-2	0	7	-3	-0.3	-0.8	-5
CC(=O)Nc1cc(-c2ccccc2Cl)cn2c(-c3ccc(S(C)(=O)=O)cc3)cnc12	97	-0.5	1	3	-4	4	23	-0.1	2.5	0
Nc1cccc2c(=O)c3ccccc3[nH]c12	99	0.1	-7	-15	4	8	-2	-0.7	-2.5	-5
CCCCCCNS(=O)(=O)c1nc2nc(C)cc(C)n2n1	94	-0.2	4	7	0	0	3	0.5	-1.2	0
Cc1ccc(NC(=O)c2noc3c2CCc2ccccc2-3)cc1	99	0.1	-2	-9	0	-16	12	-1.4	-1.4	0
CCOC(=O)c1cnc(SC)nc1Oc1cccc(NC(=O)c2ccc(Cl)cc2)c1	100	0.0	1	-7	0	3	2	1.4	-1.8	3
CC(C)(C)NC[C@H](O)COc1cccc2c1CCCC2=O	96	0.2	1	2	1	14	-1	2.7	-0.1	4
COC(=O)C1=C(C)NC(=O)CC1c1cccc(Cl)c1Cl (stereo not drawn)	102	-0.1	24*	7	0	-10	7	3.3	-0.8	-9
COCCOC(=O)C1=C(C)NC(=O)NC1c1cc2c(cc1Br)OCO2 (stereo not drawn)	98	0.0	4	4	1	-1	0	-0.5	-1.9	-4
CCCCNC(=O)CSc1nc2cc(OC)c(OC)cc2c(=O)n1Cc1ccc(OC)cc1	92	-0.3	-1	5	-2	8	4	6.2	-1.8	0
O=C(NN=Cc1ccc(Cl)cc1Cl)c1ccccc1	94	-0.2	-5	6	-5	4	-6	-0.2	-0.9	2
COc1ccc(NC(C)=O)cc1NC(C)C(=O)Nc1cccc2ccccc12 (stereo not drawn)	102	-0.1	7	-1	3	-4	1	-0.7	-2.5	-1
CN(CCc1cnn(C)c1)Cc1cn(C)nc1-c1ccc2c(c1)OCCO2	98	-0.2	-5	1	1	2	23	0.4	-1.1	-4
CCCCN(C(=O)CSCc1ccc(C)cc1)c1c(N)n(Cc2ccccc2)c(=O)[nH]c1=O	96	0.0	-19	-14	0	0	8	-0.5	-3.0	-1
CCc1cccc(C)c1NC(=O)COC(=O)Cc1ccsc1	107	-0.1	0	3	1	5	1	1.3	2.6	-4
O=C(CSc1nnnn1C1CCCCC1)NCc1cccc(C(=O)O)c1	95	-0.2	3	-4	1	-1	-7	-1.0	-1.6	0
CC1(C)Cc2cccc(OCC(=O)Nc3cccnc3Cl)c2O1	94	0.0	-5	-3	0	3	1	6.2	-0.9	-1
COc1ccc(/C=N/NC(=O)c2cc(-c3ccccc3)nc3ccccc23)c(OC)c1	98	0.0	-11	2	1	29	-13	0.6	-3.5	0
COc1ccc(OC)c(S(=O)(=O)Nc2ccccc2O)c1	90	0.1	-3	11	6	-4	6	0.0	-2.4	-5
O=C(Cc1ccccc1)c1ccccc1C(=O)N1CCCCC1	100	-0.1	-5	-2	-1	-4	-2	0.5	-1.1	5
Cc1ccc(C2C(=O)c3ccccc3C2=O)cc1	131	-0.1	8	1	0	-4	0	0.0	-1.2	2
CC(=O)c1ccc(NC(=O)C2CC2c2ccccc2)cc1 (stereo not drawn)	95	0.1	-4	-2	1	1	-1	-0.2	-1.4	0
CN(C)C=C1C(=O)c2ccccc2C1=O	110	-0.3	-4	-1	-1	-8	3	-1.2	-1.3	13
COc1ccc(S(=O)(=O)Nc2ccc3c(c2)n(C)c(=O)n3C)cc1C	92	0.1	-2	2	31*	3	7	-0.5	-1.5	-4
O=C(c1cc(-c2ccccc2)nn1-c1ccccc1)N1CCN(S(=O)(=O)c2ccc(F)cc2)CC1	87	0.2	2	4	-7	1	0	0.3	0.2	0
Cc1ccc(Oc2nc3ccccn3c(=O)c2/C=C(\C#N)C(=O)Nc2c(C)n(C)n(-c3ccccc3)c2=O)c(C)c1	98	1.7	-4	-1	0	7	10	-0.7	-2.2	4
O=C(NCC(=O)N1CCCCCC1)c1ccc(Br)cc1	99	0.0	3	-3	-1	8	-6	0.2	-0.2	-2
Nc1c(C(=O)NCc2ccco2)nnn1CC(=O)Nc1ccccc1	104	0.3	3	0	0	-9	17	2.9	-0.5	-1
COc1ccc(C=NNC(=O)c2cc(C)oc2C)cc1O	101	-0.1	-3	5	15	-17	-19	-1.3	-0.6	18
Cc1ccc(/C=C/c2nnc(-c3cccs3)o2)cc1	102	0.0	1	17	-14	-10	-9	1.6	2.3	4
O=C(/C=C/c1ccco1)Nc1ccccc1C(=O)Nc1cccc(C(=O)O)c1	101	0.0	-1	5	-1	-7	1	-0.4	-1.2	-6
